D1 antagonist: Antagonist of Human D 1 Dopamine Receptor: qHTS | D(1A) dopamine receptor (Homo sapiens), P21728 | AID 504652, 2011 | activity change, negative = inhibition, % at 10 µM | hit rate 3.2% among 360,000 | HEK293 TREx D1 cells, calcium flux, dopamine EC80; stronger effect = lower value; in the data active = activity change below about -30%; also: % is scaled to controls: 0 for no effect and ±100 for the full control effect
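Tetracycline-induced HEK293 T-REx cells with force-coupled D1 receptor were loaded with a no-wash calcium dye. Compound was added after a 10 s baseline and read kinetically for 180 s; EC80 dopamine was then added and calcium flux followed another 180 s.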
D2 potentiator: HTS Assay for Positive Allosteric Modulators of the Human D2 Dopamine Receptor: Primary Screen for Potentiators; potentiation, % at 10 µM; HEK293 T-REx D2, calcium flux, EC20 dopamine potentiation; hit rate 0.34% among 340,000;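 active = potentiation over 3 SD above the plate norm, cut at about 30% in these data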; also: 0% is about no effect
Target sequence (P14416 whole entry, looked up): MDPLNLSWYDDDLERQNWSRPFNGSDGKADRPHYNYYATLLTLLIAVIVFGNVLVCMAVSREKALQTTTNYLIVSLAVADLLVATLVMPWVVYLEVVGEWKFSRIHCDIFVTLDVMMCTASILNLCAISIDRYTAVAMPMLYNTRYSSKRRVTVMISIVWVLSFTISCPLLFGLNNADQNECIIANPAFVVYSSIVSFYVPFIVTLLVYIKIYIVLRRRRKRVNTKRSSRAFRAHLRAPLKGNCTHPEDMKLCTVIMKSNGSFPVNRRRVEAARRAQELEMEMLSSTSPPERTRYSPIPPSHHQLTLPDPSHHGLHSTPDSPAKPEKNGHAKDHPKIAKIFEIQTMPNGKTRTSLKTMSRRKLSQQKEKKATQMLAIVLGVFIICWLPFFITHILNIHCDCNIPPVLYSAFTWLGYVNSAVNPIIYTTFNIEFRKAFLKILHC
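Cells plated with tetracycline inducer and held overnight at 30 C; calcium dye loaded 30–90 min at room temperature; baseline taken, compound added and read 180 s; EC20 dopamine then added and read 180 s.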
D2 antag: HTS Assay for Allosteric Antagonists of the Human D2 Dopamine Receptor: Primary Screen for Antagonists. HEK293 TREx D2 cells, calcium flux, dopamine EC80. D(2) dopamine receptor (Homo sapiens), P14416. AID 485344, 2010. inhibition, % at 10 µM. hit rate 2% among 340,000; in the data active = inhibition above about 30%; also: 0% is about no effect
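Compounds are added to dye-loaded, induced HEK293 T-REx cells coupled to calcium release via D2; after a 3 min kinetic read an EC80 dopamine stimulus is given and fluorescence is recorded for 3 more min.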
TRHR enhancer: qHTS for Small Molecule Agonists and Allosteric Enhancers of Human TRH Receptor: Primary Screen for Enhancers | hit rate 0.66% among 360,000 | TRHR cells, fluo-8 calcium fluorescence, EC20 TRH enhancement | enhancement, % at 2 µM; in the data active = enhancement above about 30%; also: 0% is about no effect
Target sequence (P34981 whole entry, looked up): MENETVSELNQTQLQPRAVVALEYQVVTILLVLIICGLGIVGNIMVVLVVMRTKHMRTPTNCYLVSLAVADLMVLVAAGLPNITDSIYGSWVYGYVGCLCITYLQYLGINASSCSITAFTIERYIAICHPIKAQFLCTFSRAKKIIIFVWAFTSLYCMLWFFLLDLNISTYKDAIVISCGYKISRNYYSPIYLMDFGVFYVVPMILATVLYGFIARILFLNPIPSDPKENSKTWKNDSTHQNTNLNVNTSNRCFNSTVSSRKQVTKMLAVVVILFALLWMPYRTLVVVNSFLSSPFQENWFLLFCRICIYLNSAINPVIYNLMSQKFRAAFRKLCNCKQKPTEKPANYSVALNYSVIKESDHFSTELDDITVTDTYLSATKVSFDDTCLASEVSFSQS
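TRHR-expressing cells loaded with fluo-8 calcium dye were read kinetically (ex 480/em 530) during compound addition, then stimulated with an EC20 of TRH (10 nM final). Enhancement of the Gq-mediated intracellular calcium response was scored.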
RXFP1 ag: qHTS Assay for Agonists of the Relaxin Receptor RXFP1. Relaxin receptor 1 (Homo sapiens), Q9HBX9. HEK293T-RXFP1 cAMP TR-FRET, 30 min; response scale: percent of porcine relaxin response, buffer zero. Potency, µM (highest dose often 57.5 µM), for inactives: top-dose activation, actives largely listed as activators. hit rate 0.3% among 370,000; active = well fitted activation curve with a large enough effect; also: potency is read from the fitted curve at half-maximal effect; % is scaled to controls: 0 for no effect and ±100 for the full control effect; nearly all actives have a fitted effect of over 60% in size; many of its hits are not listed in these tables
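HEK293T cells stably expressing RXFP1 were pretreated with the PDE4 inhibitor Ro 20174, exposed to compounds for 30 min at 37C, lysed, and cAMP was read by TR-FRET. Data normalized to buffer (basal) and 29 nM porcine relaxin (100%).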
D1 ag: Allosteric Agonists of the Human D1 Dopamine Receptor: qHTS; activation, % at 2 µM; HEK293 T-REx D1 cells, calcium flux, agonist mode; hit rate 1% among 360,000; in the data active = activation above about 30%; also: 0% is about no effect
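Tetracycline-induced HEK293 TREx D1 cells, force-coupled to calcium signalling, were dye-loaded with a no-wash calcium kit. Compound was pin-added after a 10 s baseline. Fluorescence was read kinetically at 1 cycle/s for 180 s, with calcium rises flagged as agonism.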
D1 potentiator: Potentiators of Human D1 Dopamine Receptor: qHTS; HEK293 TREx D1 cells, calcium flux, dopamine EC20 potentiation; potentiation, % at 10 µM; hit rate 0.036% among 360,000; in the data active = potentiation above about 30%; also: 0% is about no effect
RXFP1 antagonist: qHTS Assay for Antagonists of the Relaxin Receptor RXFP1; Relaxin receptor 1 (Homo sapiens), Q9HBX9; HEK293-RXFP1, relaxin-stimulated cAMP HTRF, 30 min; stronger effect = lower value; activity change, negative = inhibition, % at 57.5 µM; hit rate 0.59% among 350,000; AID 1259400, 2018;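 active = activity change of -60% or lower, but not beyond a set lower limit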; also: % is scaled to controls: 0 for no effect and ±100 for the full control effect
D2 ag: HTS Assay for Allosteric Agonists of the Human D2 Dopamine Receptor: Primary Screen for Agonists; D(2) dopamine receptor (Homo sapiens), P14416; HEK293 T-REx D2 cells, calcium flux agonist mode; hit rate 0.53% among 340,000; AID 485358, 2010; activation, % at 2 µM;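 active = activation over 3 SD above normal in the single-dose calcium agonist read, cut at about 30% in these data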; also: 0% is about no effect
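Agonism is scored from calcium flux in a force-coupled, inducible HEK293 cell line expressing D2, read kinetically for 180 s after compound addition against dopamine controls.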
The depositor's hits bear a star; x = no result given. These rows are one share of the data; rates above refer to the full screens.

molecule,D1 antagonist,D2 potentiator,D2 antag,TRHR enhancer,RXFP1 ag,D1 ag,D1 potentiator,RXFP1 antagonist,D2 ag
O=c1ccc(Cc2ccc(Cl)cc2)n[nH]1,-3,-2,1,1,0.6%,0,-3,10,1.0
CCOc1ccc(NC(=O)CSc2nnc3scc(-c4ccccc4)n23)cc1,-10,-2,x,2,-1.8%,-3,-1,-5,x
CCc1nn(C(CC)C(=O)NCCCc2ccccc2)c(=O)c2cc3occc3n12 (configuration not stated),-4,-4,1,-4,-0.2%,1,-5,1,-0.2
CCCCNC(=O)CSc1nnc(-c2ccco2)n1C,5,17,4,-1,2.3%,2,-4,4,0.8
CC(C)OCCCNC(=O)c1ccc2c(=O)n(CCc3ccccc3)c(=O)[nH]c2c1,-16,2,x,3,8.4%,1,-1,x,0.8
COc1cc(/C=C/C(=O)OCC(=O)NC(=O)NCc2ccccc2)ccc1OCC#N,x,-3,0,2,3.7%,0,10,6,-0.3
CCCNNC(=O)C(O)(c1cccc(C)c1)c1cccc(C)c1,9,-2,4,0,2.2%,1,-1,10,0.5
Cn1c(/C=N/Nc2nc3ccccc3[nH]2)nc2ccccc21,1,-2,13,3,0.7%,-4,-5,-3,1.0
O=C(Nc1ccccc1)OC1CCC2CC1CCC2OC(=O)Nc1ccccc1 (configuration not stated),12,5,4,-4,8.0%,10,-6,-18,2.5
CC(/C=C/C1[C@H](C)C[C@H](O[C@@H]2O[C@H](CO)[C@@H](O)[C@H](O)[C@H]2O)CC1(C)C)O[C@H]1O[C@H](CO)[C@@H](O)[C@H](O)[C@H]1O (some centres not stated),11,6,4,1,-1.6%,3,-4,0,0.2
CCOc1ncnc2c1[nH]c1ccccc12,7,11,-15,3,1.1%,-1,-3,-35,-1.8
Cc1ccc(N(Cc2cc(=O)[nH]c3ccccc23)C(=O)c2ccco2)cc1,11,3,-21,4,-0.1%,2,-6,6,0.0
Nn1c(SCc2cccc(C(F)(F)F)c2)nnc1-c1ccco1,-1,-11,-12,-5,0.1%,3,-5,2,0.9
CCOC(=O)c1ccc(NC(=O)CSc2nc(C)cc(=O)[nH]2)cc1,7,-4,5,-4,-0.4%,3,-5,2,0.0
COc1ccc(C(=O)N2CCN(C(=O)c3cc(OC)c(OC)c(OC)c3)CC2)cc1,-12,-1,-14,2,0.2%,0,-2,-4,-0.7
COc1ccc(S(=O)(=O)n2c(C)nc3ccccc32)cc1C,-75*,-2,-2,-5,2.1%,7,-2,6,0.4
CCNC(=S)NC1CC2CCCC(C1)N2Cc1ccco1 (configuration not stated),8,-19,6,4,-0.7%,1,-4,-2,0.3
COc1ccc(CCNCc2ccc3c(c2)n(C)c(=O)n3C)cc1OC,-3,-17,x,2,-0.5%,6,-1,4,x
O=C(COc1ccccc1)NCC(c1ccco1)N1CCCCC1 (configuration not stated),-4,-19,x,-7,-0.2%,3,1,-11,x
O=C(Nc1nnc(-c2ccco2)o1)c1ccc(S(=O)(=O)N2CCCC2)cc1,4,-1,-4,19,-0.5%,2,-4,-5,-0.9
N#CC1(NC(=O)COC(=O)c2cccc(-n3cnnn3)c2)CCCCC1,-2,-1,-15,-1,1.3%,1,2,2,-1.2
O=c1nc(NCc2ccco2)sc2ncccc12,-13,2,-1,17,4.6%,1,-1,-21,0.0
CC(=O)NC1(c2ccccc2)CCN(c2nc(C)cc(C)n2)CC1,5,-4,-8,3,5.1%,2,0,-7,-0.6
O=C(O)CC1Oc2ccc(Cl)cc2NC1=O (configuration not stated),4,1,-4,2,0.8%,0,-3,x,-0.5
Cc1ccc(-c2nc(N/N=C/c3cccnc3)c3ccccc3n2)cc1,-2,1,-15,1,3.2%,1,-2,-10,1.2
Cc1ccc(CCNc2ncnc3onc(-c4ccc(Cl)cc4)c23)cc1,-11,10,x,2,0.4%,3,1,x,-0.5
CN(Cc1ccccc1)C(=O)COC(=O)c1cc(NS(=O)(=O)c2cccs2)ccc1O,-3,6,-13,-3,3.8%,8,0,-2,3.9
COc1ccc(C(CCN2CCCC2)c2c(O)cc(OC)cc2OC)cc1 (configuration not stated),-11,-14,7,5,-3.4%,6,-2,x,-0.4
Cc1ccc(-c2csc(NC(=O)Cn3[nH]c(=O)c4ccccc4c3=O)n2)cc1,x,-9,-6,-3,5.6%,0,-1,-4,1.4
O=C(Nc1ccccc1)N1CCN(c2nc3ccccc3s2)CC1,-6,x,-14,-7,-1.5%,21,-9,6,0.6
CCOC(=O)N1CCN(C(=O)c2ccc(N(Cc3ccc(Cl)cc3)S(C)(=O)=O)cc2)CC1,-14,-7,24,-11,1.1%,8,-2,-2,-0.6
O=c1cc(N2CCN(c3ccccc3F)CC2)[nH]c(=O)n1-c1ccc(Br)cc1,-1,-5,-3,1,-0.2%,1,1,x,0.0
CCOC(=O)c1sc(Nc2ccccc2Cl)nc1C,5,3,7,4,3.4%,26,6,3,-0.3
Cc1c(-c2cccs2)[n+](=O)c2c(n1[O-])CCCC2,4,17,6,4,2.9%,1,-2,3,1.0
CCC(C)SCC(=O)Nc1ccc(S(=O)(=O)N2CCOCC2)cc1OC (configuration not stated),6,-7,12,-8,1.7%,0,-4,1,-1.0
CCOC(=O)C1CCCN(C(=O)c2ccccc2Oc2ccccc2)C1 (configuration not stated),4,11,-13,-6,0.0%,0,-7,-5,-0.1
CCCCn1c(N)c(N(CC(C)C)C(=O)c2cc(-c3ccncc3)nc3ccccc23)c(=O)[nH]c1=O,-1,11,-14,-3,-0.6%,3,2,-15,0.3
CCCCN(C(=O)c1ccccc1OCc1ccc(F)cc1)c1c(N)n(CC(C)C)c(=O)[nH]c1=O,-10,-9,4,-2,-1.9%,1,-5,-1,0.5
Cc1ccc[n+](-c2[nH]c(=O)sc2/C=N/NC(=O)c2ccccc2[O-])c1,-12,-4,16,0,-0.5%,2,4,-4,1.6
CCOC(=O)C(C)N1C(=O)S/C(=C/c2ccc3c(c2)n(C)c(=O)n3C)C1=O (configuration not stated),1,17,0,2,1.5%,18,-3,-26,-0.1
Cc1cc(C(=O)NCc2cc(C)n(C)n2)sc1-c1ccccc1,-34*,-18,-2,-1,1.6%,6,-8,-9,-0.2
CCc1ccc(NC(=S)NCc2cccnc2)cc1,3,-12,-8,7,-0.7%,1,-2,-6,0.6
CCN(CC)C(=O)C1=C(C)NC(=O)NC1c1ccccc1F (configuration not stated),-24,-9,-10,-4,1.0%,2,-6,x,-0.1
Cc1cc(C)cc(N(CCC#N)C(=O)CSc2ncnc3sccc23)c1,17,6,-5,-4,1.4%,9,3,4,0.1
O=C(Cn1c(SCCOc2ccc(Cl)cc2)nc2ccccc21)N1CCCCC1,-6,-12,x,22,-4.8%,0,-1,x,x

An excerpt of these results, with each value named:
mol: Cc1c(-c2cccs2)[n+](=O)c2c(n1[O-])CCCC2
- D1 antagonist: 4
- D2 potentiator: 17
- D2 antag: 6
- TRHR enhancer: 4
- RXFP1 ag: 2.9%
- D1 ag: 1
- D1 potentiator: -2
- RXFP1 antagonist: 3
- D2 ag: 1.0

mol: CCC(C)SCC(=O)Nc1ccc(S(=O)(=O)N2CCOCC2)cc1OC (configuration not stated)
- D1 antagonist: 6
- D2 potentiator: -7
- D2 antag: 12
- TRHR enhancer: -8
- RXFP1 ag: 1.7%
- D1 ag: 0
- D1 potentiator: -4
- RXFP1 antagonist: 1
- D2 ag: -1.0

mol: CCOC(=O)C1CCCN(C(=O)c2ccccc2Oc2ccccc2)C1 (configuration not stated)
- D1 antagonist: 4
- D2 potentiator: 11
- D2 antag: -13
- TRHR enhancer: -6
- RXFP1 ag: 0.0%
- D1 ag: 0
- D1 potentiator: -7
- RXFP1 antagonist: -5
- D2 ag: -0.1

mol: O=C(Cn1c(SCCOc2ccc(Cl)cc2)nc2ccccc21)N1CCCCC1
- D1 antagonist: -6
- D2 potentiator: -12
- D2 antag: x
- TRHR enhancer: 22
- RXFP1 ag: -4.8%
- D1 ag: 0
- D1 potentiator: -1
- RXFP1 antagonist: x
- D2 ag: x

The listing continues.
molecule,D1 antagonist,D2 potentiator,D2 antag,TRHR enhancer,RXFP1 ag,D1 ag,D1 potentiator,RXFP1 antagonist,D2 ag
COc1ccc(CN2CCNC(=O)C2CC(=O)NCc2cccc(C)n2)c(OC)c1 (configuration not stated),8,-9,3,-7,4.0%,2,-5,-4,0.9
CC(=O)c1ccc(N2CCN(C(=O)c3cn(C)c(=O)c4c3c3ccccc3n4C)CC2)cc1,16,-9,x,0,1.0%,11,1,x,6.7
c1ccc2c(c1)COC(CN1CCCCC1)OC2,-3,-7,6,-5,-1.7%,1,-5,0,-0.4
CCOc1ccc(CNC(=O)CCc2cn(Cc3ccccc3)c3ccccc23)cc1,11,7,-8,2,-0.8%,13,-4,x,-0.4
Cc1cc(OCC(=O)NNC(=O)c2ccncc2)cc(C)c1Cl,12,16,-8,-1,4.8%,7,-6,2,-0.9
COc1ccc(C2C=C(c3ccccc3)Nc3nc(NC(=O)c4ccc(C)cc4)nn32)cc1 (configuration not stated),19,7,x,0,-0.5%,-1,-2,-4,x
COc1ccc(N2CCN(CCCNC(=O)Cn3c(=O)c4cccn4c4cccnc43)CC2)cc1,26,-23,-17,-1,-0.2%,0,2,-6,7.7
COC(=O)CC(=O)Cc1nc(N)nc(Nc2ccc(C)c(C)c2)n1,-50*,-22,28,-6,3.9%,1,-9,-15,-0.2
CCN(CC)S(=O)(=O)c1cccc(C(=O)OCC(=O)C23CC4CC(CC(C4)C2)C3)c1,3,14,-2,5,1.8%,6,7,29,0.0
Brc1ccc(CSc2nnc3ccccn23)cc1,-10,10,-16,0,0.0%,1,-5,-9,2.2
COc1cccc(C(=O)NC2CC(C)(C)NC(C)(C)C2)c1OC,-12,-2,9,6,0.5%,2,-7,3,0.9
CN(CC(=O)NC1CC(C)(C)NC(C)(C)C1)S(=O)(=O)c1cc(Cl)ccc1Cl,-17,-3,-2,3,3.1%,-1,1,-1,-0.3
Cc1ccc(S(=O)(=O)N2CCSC2=Nc2ccccc2)cc1,-7,12,-3,-2,0.0%,5,-2,x,1.0
Cc1nc(C)c(C(=O)N(c2ccc(C)c(C)c2)C(C(=O)NCc2ccco2)c2ccccc2)s1 (configuration not stated),-5,8,x,-4,-0.7%,5,-6,-30,x

Source: PubChem (National Center for Advancing Translational Sciences (NCATS))
